Apaf-1 inh: human Apaf-1 inhibition; O14727; AID 489030; inhibition, % at 20 µM; reconstituted apoptosome caspase-3 activity, DEVD-Rh110 fluorescence; actives 0.71% (n = 330,000); active = inhibition of at least 40% at 20 µM;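 also: plate controls were DMSO wells for no effect and DEVD-CHO caspase inhibitor wells for full effect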
Target sequence (O14727 whole entry, looked up): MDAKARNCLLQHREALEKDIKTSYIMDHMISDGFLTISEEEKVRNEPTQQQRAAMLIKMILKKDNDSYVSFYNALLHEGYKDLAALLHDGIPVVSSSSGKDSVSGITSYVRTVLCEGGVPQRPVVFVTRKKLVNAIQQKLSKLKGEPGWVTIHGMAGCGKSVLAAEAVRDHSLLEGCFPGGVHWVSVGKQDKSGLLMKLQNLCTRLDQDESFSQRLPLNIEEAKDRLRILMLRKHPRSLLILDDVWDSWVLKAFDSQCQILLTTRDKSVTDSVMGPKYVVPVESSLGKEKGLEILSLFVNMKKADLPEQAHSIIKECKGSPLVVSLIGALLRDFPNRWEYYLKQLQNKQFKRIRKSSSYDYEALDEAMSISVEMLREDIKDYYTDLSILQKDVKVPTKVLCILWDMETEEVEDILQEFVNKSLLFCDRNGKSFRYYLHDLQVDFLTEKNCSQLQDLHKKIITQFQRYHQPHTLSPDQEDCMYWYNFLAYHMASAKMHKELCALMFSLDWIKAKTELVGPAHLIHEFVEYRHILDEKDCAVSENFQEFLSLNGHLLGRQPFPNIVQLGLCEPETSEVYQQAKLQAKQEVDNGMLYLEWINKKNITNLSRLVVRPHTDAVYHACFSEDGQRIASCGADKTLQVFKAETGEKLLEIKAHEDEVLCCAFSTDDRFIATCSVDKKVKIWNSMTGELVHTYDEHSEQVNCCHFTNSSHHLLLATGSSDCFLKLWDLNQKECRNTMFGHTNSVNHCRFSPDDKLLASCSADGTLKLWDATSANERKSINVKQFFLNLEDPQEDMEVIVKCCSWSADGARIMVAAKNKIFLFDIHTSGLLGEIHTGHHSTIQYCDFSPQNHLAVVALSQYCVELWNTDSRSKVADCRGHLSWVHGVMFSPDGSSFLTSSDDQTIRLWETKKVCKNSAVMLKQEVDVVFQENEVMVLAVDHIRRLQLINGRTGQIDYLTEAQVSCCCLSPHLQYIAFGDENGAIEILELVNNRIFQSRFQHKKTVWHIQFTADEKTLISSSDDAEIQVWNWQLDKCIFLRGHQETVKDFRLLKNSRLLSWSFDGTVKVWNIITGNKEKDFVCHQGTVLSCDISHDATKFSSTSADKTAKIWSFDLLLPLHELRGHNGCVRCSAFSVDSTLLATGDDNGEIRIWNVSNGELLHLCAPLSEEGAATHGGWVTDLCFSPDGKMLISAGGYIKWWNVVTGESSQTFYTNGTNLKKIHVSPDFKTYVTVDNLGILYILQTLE
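Material: cell-free apoptosome with Apaf-1, procaspase-3 and caspase-9; Buffer or medium: Hepes pH 7.5 with detergent and BSA; Reagent: cytochrome c trigger plus (Z-DEVD)2-Rh110 caspase-3 substrate; Times: compound with Apaf-1, dATP, procaspase-3 30 min, then 50 min reaction, room temperature; Technique: Rh110 fluorescence intensity.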
PfGluPho inh: PfG6PD (Plasmodium falciparum) enzyme inhibition | PfGluPho enzyme, NADPH resazurin-diaphorase fluorescence | inhibition, % at 20 µM | actives 0.78% (n = 350,000);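 active = inhibition reaching at least a set limit at 20 µM in the primary screen, cut at about 59% in these data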;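 also: 0% = DMSO wells with substrate and 100% = DMSO wells lacking glucose-6-phosphate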
HKDC1 inhibitor: HKDC1 (human) hexokinase inhibition. inhibition, % at 20 µM. actives 0.16% (n = 340,000). Q2TB90. recombinant HKDC1, G6PDH/diaphorase resazurin coupled fluorescence;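 active = inhibition above about 35% when tested at 20 µM, limit read from the data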;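 also: plate controls were DMSO wells with enzyme for no effect and DMSO wells lacking enzyme for full effect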
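Test system: recombinant HKDC1 (HK5) hexokinase enzyme, produced in-house / Doses: 20 µM test compound, 1% DMSO / Timing: 90 min, room temperature / Detection: G6PDH/diaphorase-coupled fluorescence, 1 mM NADP, 100 µM resazurin, 525/613 nm / Control set: DMSO wells with and without enzyme mix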
SENP1 FRET inh: inhibitors of human SENP1 SUMO protease catalytic domain; Q9P0U3; recombinant SENP1 catalytic domain, CyPet-SUMO1-YPet FRET cleavage; inhibition, % at 10 µM; actives 0.21% (n = 360,000);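 active = inhibition at least 30% at 10 µM, raw YFP signal under a set limit, fluorescence ratio 0.5 to 1.5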;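 also: 0% = enzyme with DMSO and 100% = no enzyme wells; some results filed as inactive read as strong as hits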
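Test system: recombinant human SENP1 catalytic domain, His6-tagged / Medium: pH 8 Tris buffer with EDTA, NaCl, BME, BSA, NP40, catalase / Also added: SUMO1 FRET substrate flanked by Cypet and Ypet, 25 nM / Times: 50 min reaction at room temperature / Signal: FRET, CFP and YFP emission / Control set: no-enzyme low control and enzyme-plus-DMSO high control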
SENP8 block-1: SENP8 protease inhibition; purified SENP8, Z-RLRGG-aminoluciferin cleavage, luminescence; inhibition, % at 10 µM; actives 1.2% (n = 330,000); AID 2540; in the data active = inhibition above about 50%
SENP6 inh: SENP6 protease inhibition. actives 1.8% (n = 330,000). inhibition, % at 10 µM. Recombinant SENP6 catalytic domain, aminoluciferin luminescence. AID 2599;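 active = inhibition above about 50% at the single tested dose, limit read from the data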;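 also: plate controls were DMSO wells with enzyme for no effect and DMSO wells lacking enzyme for full effect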
SENP8 block-2: blocks human SENP8 cleavage of Nedd8 substrate; Q96LD8; recombinant SENP8, Nedd8 substrate fluorescence; inhibition, % at 20 µM; actives 0.64% (n = 360,000); AID 602440; in the data active = inhibition mostly above about 40%, no sharp cut-off; inactive = mostly below about 27%
SENP7 inh: inhibitors of human SENP7 protease; recombinant SENP7, Z-RLRGG-aminoluciferin luminescence, 40 min; inhibition, % at 5 µM; actives 1.5% (n = 330,000); AID 434973;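 active = inhibition above about 50% at the single test dose, limit read from the data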;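 also: plate controls were DMSO with enzyme for no effect and no enzyme buffer wells for full effect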
Active calls of the source: *; nt = no result given.

Every second line gives: Apaf-1 inh	PfGluPho inh	HKDC1 inhibitor	SENP1 FRET inh	SENP8 block-1	SENP6 inh	SENP8 block-2	SENP7 inh
> COc1ccc(-c2cc(C(=O)Nc3cc(OC)c(OC)c(OC)c3)no2)cc1OC
 : -6	10	16	3	-3	-6	8	4
> CNc1ncc(C(=O)c2ccc(Br)cc2)s1
 : 24	10	-7	0	-5	4	-27	4
> CC(=O)c1ccc(OCCCC(=O)N(CCC2=CCCCC2)c2c(N)n(Cc3ccccc3)c(=O)[nH]c2=O)cc1
 : 13	3	2	0	-13	-6	2	2
> CS(=O)(=O)N1N=C(c2ccccc2)CC1c1cccs1 (stereo not drawn)
 : 7	-16	-2	3	-11	5	14	11
> COCCn1c(SCC(=O)Nc2cc(C)on2)nc2c(c1=O)SCC2
 : -3	11	-3	-1	4	-20	5	-1
> COc1cc(/C=C2/C(=N)N3C(=NC2=O)SN=C3S(C)(=O)=O)ccc1OC(=O)c1ccco1
 : -1	-5	14	-58	19	25	-13	15
> CN1CCN(C(=O)C2=C[C@@H](c3ccc(C(F)(F)F)cc3)C[C@@H](OCc3ccc(CO)cc3)O2)CC1
 : -1	2	4	-4	1	-6	14	-8
> CCCCNC(=O)Cn1nc(Cc2ccncc2)c2ccccc2c1=O
 : 7	6	1	0	2	0	18	4
> CC(C)(C)NC(=O)CN(C(=O)CNS(=O)(=O)c1ccccc1)c1ccc2c(c1)OCCO2
 : -4	4	-2	1	-1	4	31	-2
> CC1(c2ccccc2)NC(=O)N(NC(=O)CSc2n[nH]c(N)n2)C1=O (stereo not drawn)
 : -279	-4	-6	2	-1	-10	-23	-6
> Cc1sc2ncnc(N/N=C/c3ccc(O)cc3)c2c1C
 : 7	30	-7	11	-9	-7	8	3
> CCOc1ccc2[nH]c(=O)c(CN(CC3COCCO3)C(=O)c3ccc(C)cc3)cc2c1 (stereo not drawn)
 : 5	-3	-5	2	-6	-32	-365	-2
> C[C@H](CCC(=O)NCC(=O)O)[C@H]1CC[C@H]2C3[C@H](O)C[C@@H]4C[C@H](O)CC[C@]4(C)[C@H]3C[C@H](O)[C@]12C (stereo partly drawn)
 : 1	3	-7	2	-3	5	5	8
> CC(=O)Nc1ccc(S(=O)(=O)N2CCCc3ccccc32)cc1
 : -9	6	-7	-1	2	-5	13	-1
> O=C(NCc1cccnc1)C1CCCN1S(=O)(=O)c1ccc(Cl)cc1 (stereo not drawn)
 : -1	-13	0	0	-4	4	23	-2
> O=C(CCc1ccccc1)OCC(=O)c1ccc([N+](=O)[O-])cc1
 : -16	41	-9	-8	-4	3	6	-2
> CCCCC(=O)Nc1ccc(C(=O)NCCN2CCOCC2)cc1
 : -2	-15	6	-2	-7	6	4	-6
> Cc1nc(N(CCO)C2CCCCC2)c2nnn(Cc3ccccc3)c2n1
 : 14	9	-3	-1	-5	-20	17	-9
> CC(=O)NC(CC(=O)NCC(c1ccco1)N(C)C)c1ccccc1 (stereo not drawn)
 : -12	9	-6	-3	-8	-7	7	-6
> Cc1c(NS(=O)(=O)c2cccc(C(=O)NCc3ccc(Cl)cc3)c2)c(=O)n(-c2ccccc2)n1C
 : 4	-33	1	3	-1	-10	14	-10

Another view of some results above:
| SMILES | Apaf-1 inh | PfGluPho inh | HKDC1 inhibitor | SENP1 FRET inh | SENP8 block-1 | SENP6 inh | SENP8 block-2 | SENP7 inh |
| --- | --- | --- | --- | --- | --- | --- | --- | --- |
| O=C(NCc1cccnc1)C1CCCN1S(=O)(=O)c1ccc(Cl)cc1 (stereo not drawn) | -1 | -13 | 0 | 0 | -4 | 4 | 23 | -2 |
| O=C(CCc1ccccc1)OCC(=O)c1ccc([N+](=O)[O-])cc1 | -16 | 41 | -9 | -8 | -4 | 3 | 6 | -2 |
| CCCCC(=O)Nc1ccc(C(=O)NCCN2CCOCC2)cc1 | -2 | -15 | 6 | -2 | -7 | 6 | 4 | -6 |
| Cc1nc(N(CCO)C2CCCCC2)c2nnn(Cc3ccccc3)c2n1 | 14 | 9 | -3 | -1 | -5 | -20 | 17 | -9 |

The list continues.
Every second line gives: Apaf-1 inh	PfGluPho inh	HKDC1 inhibitor	SENP1 FRET inh	SENP8 block-1	SENP6 inh	SENP8 block-2	SENP7 inh
> CCOC(=O)N1C(=O)[C@](CC)(c2ccccc2)N1C(=O)OCC
 : -3	17	-4	1	3	-7	16	7
> CSc1nc(-c2ccccc2)c2cc(Cl)ccc2n1
 : 9	-3	0	-3	-3	0	-321	0
> O=C1C(=O)N(c2ccccn2)C(c2ccc(F)cc2)/C1=C(/O)c1ccc(Br)cc1 (stereo not drawn)
 : 4	-1	-3	10	17	2	-8	-8
> CCOC(=O)c1c(CN2CCN(C)CC2)n(-c2ccccc2)c2cc(Br)c(O)cc12
 : 25	19	3	1	-4	-2	21	-2
> CCN1C(=O)/C(=C2\Sc3ccccc3N2CC)OC1=S
 : 7	5	-3	-150	-2	-13	6	0
> COc1ccc(S(=O)(=O)NCC2CCCN(Cc3ccc(O)cc3)C2)cc1 (stereo not drawn)
 : -3	10	1	-2	8	-4	1	4
> Cc1cccc(C)c1Nc1ncnc2ccccc12
 : 2	14	-3	-1	-6	-20	9	-4
> Cc1ccc(/C=C2\SC(=S)N(C3CCS(=O)(=O)C3)C2=O)o1 (stereo not drawn)
 : 6	20	4	-60	-6	23	56*	11
> Cc1ccc(C(=O)Nc2nc(-c3ccccc3)c(-c3ccccc3)o2)cc1
 : 24	-15	16	1	0	2	-41	2
> Cc1cccc(NS(=O)(=O)c2ccc(Br)s2)n1
 : -21	1	4	-6	-5	-1	-16	-3
> Cc1cc(=O)oc(C)c1C(=O)Nc1ccc2ncccc2c1
 : 1	10	11	-18	-3	-7	-56	3
> COc1cc(C)ccc1OCC(=O)OCC(=O)c1cc(C)n(CC2CCCO2)c1C (stereo not drawn)
 : 4	5	-6	2	-1	9	3	1
> Cc1ccnc(NS(=O)(=O)c2ccc(NC(=O)C3CCCCC3)cc2)n1
 : -11	-9	-8	-7	0	-27	18	3
> Cc1noc2ncnc(Sc3ccc(Br)cc3)c12
 : -1	28	4	-4	2	14	7	5
> NC(=O)c1ccccc1NC(=O)CCCc1ccccc1
 : 3	0	-6	2	5	-23	-37	-3
> Cc1ccc(-n2nnnc2SCC(=O)c2c(N)n(CC(C)C)c(=O)n(C)c2=O)cc1
 : -20	-6	-5	2	-6	1	12	-9
> N#CCc1nc2ccccc2c(=O)[nH]1
 : -1	6	-4	-73	1	-2	10	-9
> CC(=O)N/N=C(/C)c1ccc(NC(=O)c2csc(C)c2C)cc1
 : 5	-7	-2	2	7	7	8	-4
> Cc1ccc(NC(=O)CCCn2c(=O)oc3ccccc32)c(O)c1
 : 0	9	-2	2	-13	-5	6	7
> CCOc1cc(NC(=S)NCC2CCCO2)c(OCC)cc1NC(=O)c1ccc(OC)cc1 (stereo not drawn)
 : 23	7	-1	-1	5	0	6	1
> CCCCCN(C(=O)NC(=O)Nc1cccc(C)c1C)S(C)(=O)=O
 : 5	-9	18	1	-2	-17	5	1
> COc1ccc(C(C)C)cc1S(=O)(=O)Nc1ccccn1
 : -20	-10	-8	3	10	6	-86	3
> CCOc1ccc(-n2c(SCC(=O)Nc3cc(C(=O)O)ccc3Cl)nc3ccccc3c2=O)cc1
 : 7	-11	9	-1	5	-4	7	1
> Cn1c(=S)[nH]c2[nH]c(=O)cnc2c1=O
 : 0	-1	-6	0	1	-6	8	4
> Cc1ccc(CNC(=O)c2cc3c(s2)CS(=O)(=O)C3)cc1
 : -6	3	-3	-6	-2	7	5	-10
> c1csc(-c2nnc(Cc3cccc4ccccc34)o2)c1
 : -3	-20	-2	0	-13	-12	19	-5
> Clc1cncc(Cl)c1NNc1c2ccccc2nc2ccccc12
 : nt	4	-5	-181	nt	nt	-287	nt
> COc1ccc(CCn2c(NCc3ccco3)nc3c2c(=O)[nH]c(=O)n3C)cc1
 : 4	20	0	-1	3	3	28	0
> Cn1c(-c2ccc(CN3CCCCC3)o2)nc2ccccc21
 : 7	9	-5	2	-11	0	-339	-6
> COc1ccc(/C=C/C(=O)NC(C)C)cc1Br
 : 5	-21	8	1	0	7	6	13
> CC1(C)CC(C(CC(=O)Nc2nccs2)c2ccccc2)CCO1 (stereo not drawn)
 : -9	4	2	1	-1	5	16	6
> COCC(C)N1CCC(n2nccc2NC(=O)CCOc2ccccc2)CC1 (stereo not drawn)
 : 5	1	-7	-3	0	8	12	7
> CCOc1ccc(Nc2nc(N)c([N+](=O)[O-])c(N3CCN(CC)CC3)n2)cc1
 : 3	5	-4	1	0	-5	26	2
> Cc1cn(CC(=O)NCc2ccc3c(c2)OCO3)c(=O)[nH]c1=O
 : nt	-4	-5	1	nt	nt	7	nt
> Cc1cccc(-n2cc(-c3ccccc3)c3c(=O)[nH]cnc32)c1
 : 14	-1	-4	2	9	9	10	11
> COc1ccc(OS(=O)(=O)c2ccc(N3C(=O)CCC3=O)cc2)cc1
 : 0	-4	-7	-2	-6	5	1	-2
> COc1ccc(S(=O)(=O)NNC(=O)c2csc(-n3nc(C)cc3C(F)(F)F)n2)cc1
 : 9	-9	10	2	-7	-7	13	-4
> COc1ccc(NC(=O)CN2CCCC2)cc1
 : 2	-9	-5	-1	-6	5	35	-12
> O=C(N/N=C\c1ccc(-c2ccccc2[N+](=O)[O-])o1)C1COc2ccccc2O1 (stereo not drawn)
 : 79*	8	-1	0	18	34	17	13
> Cc1ccccc1N1C(=O)CC(Nc2ccc3c(c2)OCO3)C1=O (stereo not drawn)
 : 9	37	-8	0	2	7	6	5
> CCOC(=O)Cc1c(C)nc(N)[nH]c1=O
 : -8	-4	-7	0	-1	-2	11	5
> c1ccc(SCc2cn(C[C@H]3CC[C@@H]([C@@H]4CC[C@H](Cn5cc(CSc6ccccc6)nn5)O4)O3)nn2)cc1
 : 10	8	-3	3	-6	-15	10	5
> COCCNC(=O)C(c1cccs1)N(C(=O)Cn1nnc2ccccc21)c1ccccc1 (stereo not drawn)
 : -8	-2	-4	4	1	-4	18	8
> CCOC(=O)N1CCN(C(=S)NC2CCCC2)CC1
 : -6	-3	-3	-1	-5	-5	4	9
> C[C@H](CO)N1C[C@H](C)[C@@H](CN(C)C(=O)Nc2ccc(C(F)(F)F)cc2)Oc2ccc(NS(=O)(=O)c3cccs3)cc2C1=O
 : 21	-10	1	0	-17	-20	14	-7
> CCOC(=O)C1CCN(C(=O)CSC2=NCCS2)CC1
 : 9	-2	1	0	-10	0	11	-7
> O=C(CCN1CCN(CCO)CC1)Nc1ccccc1
 : -1	-2	-3	-5	7	-9	-2	4
> Cc1cc(/C=C2/NC(=O)N(c3ccccc3)C2=O)c(C)n1C(C)C
 : 8	5	4	-42	-8	-6	-187	3
> CN(C(=O)c1cccs1)c1ccccc1C(=O)O
 : 0	0	-2	1	1	-10	-226	4
> CCN(CC)c1ccc(/C=N/NC(=O)c2cccc(N3CCCC3=O)c2)cc1
 : 8	2	-10	-18	-8	-17	-379	-3
> Cc1ccc(C(C[N+](=O)[O-])n2nc(C)cc2C)cc1 (stereo not drawn)
 : -2	23	2	2	-7	-3	30	-2
> CCn1cc(/C=N/N=C2\CCC3C4CCc5cc(O)ccc5C4CC[C@]23C)c(C)n1 (stereo partly drawn)
 : 19	12	6	-3	4	1	13	0
> O=c1nc(-c2ccccc2)n(-c2ccccc2)[nH]1
 : 3	-2	-8	-1	-5	-4	-427	-5
> N#Cc1ccc(N2CCN(C(=O)c3cccc(F)c3)CC2)c(F)c1
 : 0	-3	-1	-8	11	9	0	-8
> NS(=O)(=O)c1ccc(NC(=O)/C=C/c2ccco2)cc1
 : -4	-3	-5	-4	2	-1	-27	8

Outcome played no part in choosing rows, and some 3.6% of all compounds hit somewhere here.
